KB-3-1 tox – KB-3-1 parental cell cytotoxicity; KB-3-1 viability, CellTiter-Glo ATP luminescence, 72 h; Potency, µM (top dose mostly 46.1 µM), for inactives: at the highest dose activity change, negative = cytotoxic, usual class: cytotoxic; actives 1.4% (n = 400,000); AID 1347075; note: potency is the fitted concentration of half-maximal effect; % is set by controls: 0 for no effect and ±100 for the full control effect; nearly all actives have a fitted effect of over 60% in size
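Screening of KB-3-1 cells (DMEM, 10% FBS, phenol-red free) ran from lowest to highest compound concentration; after 72 h at 37 °C viability was read luminescently and curves fitted.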
SW480 rerep – induces DNA re-replication in SW480 colon adenocarcinoma cells | AID 624297 | actives 1.8% (n = 340,000) | SW480 DNA re-replication, Hoechst DNA content imaging, 48 h | Potency, µM (series often up to 46.1 µM), inactives show top-dose re-replication activation, hits mostly activators; note: potency is the fitted concentration of half-maximal effect; % of control where 0% means no effect; nearly all actives have a fitted effect of over 55% in size
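Readout is total intensity of Hoechst-stained nuclei, excited at 405 nm and collected at 500-530 nm. Compound treatment lasted 48 hr at 37 C in 5% CO2 before staining.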
D3 antag – antagonists of human D3 dopamine receptor | D3R cells, DiscoveRx beta-arrestin luminescence, antagonist mode; stronger effect = lower value | actives 2.5% (n = 360,000) | AID 652054 | P35462 | max response, negative = inhibition, %; in the data active = max response below about -50%; inconclusive = no clear call, values can overlap the other calls; note: % is set by controls: 0 for no effect and ±100 for the full control effect; mostly tested at two doses, the higher about 12 µM
Target sequence (P35462 whole entry, looked up): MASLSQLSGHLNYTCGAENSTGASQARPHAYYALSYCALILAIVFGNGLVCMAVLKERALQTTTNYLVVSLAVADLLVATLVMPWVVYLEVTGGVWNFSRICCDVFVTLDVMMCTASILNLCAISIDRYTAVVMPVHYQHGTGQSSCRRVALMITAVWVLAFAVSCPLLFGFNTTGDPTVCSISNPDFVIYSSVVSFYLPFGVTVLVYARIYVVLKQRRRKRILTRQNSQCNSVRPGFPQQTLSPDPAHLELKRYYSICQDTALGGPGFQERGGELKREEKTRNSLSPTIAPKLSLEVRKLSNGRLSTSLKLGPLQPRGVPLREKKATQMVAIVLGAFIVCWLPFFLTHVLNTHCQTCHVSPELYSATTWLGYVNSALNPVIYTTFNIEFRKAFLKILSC
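Cells expressing the human receptor were seeded at 1500 cells/well, incubated overnight at 37 degrees C in 5% CO2, then exposed to library compounds with dopamine controls for 90 minutes at 37 degrees C before luminescent detection.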
HT1080NT lethal – kills 2HG-producing HT-1080-NT fibrosarcoma cells. HT-1080-NT fibrosarcoma viability, CellTiter-Glo ATP luminescence, 48 h. Potency, µM (titrated, usually from 46.1 µM), without a hit: top-dose activity, negative = less viability, hits mostly cytotoxic. actives 1.6% (n = 360,000);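 note: NT is the 2HG producing partner of a matched IDH1 knockdown line; potency is the fitted concentration of half-maximal effect; 0% = DMSO-treated cells and -100% = media-only wells without cells; nearly all actives have a fitted effect of over 55% in size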
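Read-out is CellTiter-Glo luminescence after 10 minutes at room temperature, following 48 hours' compound treatment of HT-1080-NT cells (750 cells/well, RPMI, 5% FBS, 37 degrees C).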
HT1080 IDH1KD tx – HT-1080 IDH1 knockdown cell toxicity (counter line); HT-1080 IDH1 knockdown viability, ATP luminescence, 48 h; Potency, µM (doses to about 46.1 µM), for the others: at the top dose activity, negative = toxicity, most hits filed as cytotoxic; actives 2% (n = 360,000); AID 686971;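 note: potency is the fitted concentration of half-maximal effect; 0% = DMSO wells and -100% = cell-free medium wells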
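Cytotoxicity counter-line: IDH1KD HT-1080, 48 h, CellTiter-Glo. Curves classed by r2, magnitude and activity.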
D3 ag – agonists of human D3 dopamine receptor; P35462; D3R DiscoveRx beta-arrestin cells, luminescence, 90 min; max activation, %; actives 0.58% (n = 410,000); in the data active = max activation above about 30%; note: 0% is about no effect; mostly tested at two doses, the higher about 12 µM
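Agonist mode: compounds and dopamine controls were applied to plated cells for 90 min at 37 degrees C after an overnight attachment at 1500 cells/well. Luminescent read-out followed 30 - 60 minutes at room temperature with DiscoveRx detection reagent.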
KB-V1 MDR tox – kills drug-selected multidrug resistant KB-V1 cells. Potency, µM (titrated, usually from 46.1 µM), inactives show top-dose activity change, negative = cytotoxicity, actives largely listed as cytotoxic. AID 1347076. KB-V1 MDR cells viability, CellTiter-Glo, 72 h. actives 3.4% (n = 400,000); note: potency is the fitted concentration of half-maximal effect; % is set by controls: 0 for no effect and ±100 for the full control effect; nearly all actives have a fitted effect of over 60% in size
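Drug-selected KB-V1 cells, grown in DMEM lacking phenol red with 10% FBS, receive compound titrations; after three days at 37 degrees C, surviving cell ATP is quantified by CellTiter-Glo luminescence and responses normalized and curve-fitted.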
GLP-1R agonist – activates the human GLP-1 receptor; HEK293 GLP-1R CRE-luciferase, luminescence, 4-6 h; cells express a hypersensitive GLP-1R form; AID 624172; Potency, µM (titrated, usually from 45.6 µM), inactives show at the highest dose activation, usual class: activators; P43220; actives 0.007% (n = 380,000); note: potency is the fitted concentration of half-maximal effect; % of control where 0% means no effect
Target sequence (P43220 whole entry, looked up): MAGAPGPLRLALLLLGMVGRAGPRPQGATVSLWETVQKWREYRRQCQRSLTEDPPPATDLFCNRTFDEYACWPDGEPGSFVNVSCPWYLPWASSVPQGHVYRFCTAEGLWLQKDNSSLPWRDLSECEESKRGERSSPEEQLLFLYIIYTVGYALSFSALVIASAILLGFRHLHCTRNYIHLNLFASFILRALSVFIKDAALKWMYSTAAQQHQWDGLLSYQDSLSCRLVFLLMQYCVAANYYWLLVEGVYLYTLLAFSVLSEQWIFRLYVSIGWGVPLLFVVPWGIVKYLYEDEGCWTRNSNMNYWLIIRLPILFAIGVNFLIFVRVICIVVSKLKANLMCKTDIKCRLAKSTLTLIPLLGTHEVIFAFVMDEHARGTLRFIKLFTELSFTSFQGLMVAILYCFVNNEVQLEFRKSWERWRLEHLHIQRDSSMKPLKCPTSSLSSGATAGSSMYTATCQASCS
IL-1B inflam inh – inhibitors of inflammasome signaling (IL-1 beta secretion) | AID 743279 | activity change, % at 57.5 µM | actives 4.7% (n = 360,000) | THP-1 LPS/ATP IL-1B secretion, AlphaLISA, 16 h; stronger effect = lower value; in the data active = activity change below about -50%; inconclusive = mostly about -30% to -49%; note: % is set by controls: 0 for no effect and ±100 for the full control effect
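THP-1 cells pretreated 1 hr with compounds (up to 57.5 uM final), then stimulated with LPS (250 ng/mL final) plus ATP (1.25 mM final); secreted IL-1B measured by AlphaLISA after 16 hr, decreased signal indicating inhibition.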
The depositor's hits bear a star; ? = inconclusive; / = not tested or not shown; & = joins results of further samples; [ ] = remark or other dose. Unless noted, calls come from the whole dose curve; as a rule, active = well fitted curve in the direction sought with a large enough effect; inconclusive = small, poorly fitted or top-dose-only effect, or another doubt; inactive = no such curve, though single readings can be large; an effect the other way counts as inactive or inconclusive.

SMILES | KB-3-1 tox | SW480 rerep | D3 antag | HT1080NT lethal | HT1080 IDH1KD tx | D3 ag | KB-V1 MDR tox | GLP-1R agonist | IL-1B inflam inh
COC(=O)[C@]12CCCCC=C1N(Cc1ccc3c(c1)OCO3)C(=O)[C@H](CC(=O)NCC13CC4CC(CC(C4)C1)C3)C2 | ? | / | -12 | ? | ? | -6 | ? | / | -4
O=C(COC(=O)CNC(=O)c1ccc(Cl)cc1)Nc1ccc2c(c1)OCCO2 | 13% | -16% | 9 | 9% | 8% | -3 | -5% | 1% | 19
Cc1ccc(C)c(S(=O)(=O)N2CCCC2CNC(=O)C(=O)NCCc2ccccc2)c1 (stereo not drawn) | ? | ? | 13 | -3% | -11% | 10 | ? | -7% | 7
COc1cccc(CNC(=O)C2CCN(C(=O)N(C)C)CC2)c1 | 0% | -1% | 23 | 4% | 14% | 4 | 4% | 2% | -3
Cc1n[nH]c(C)c1S(=O)(=O)N1CCCC(C(=O)Nc2nccs2)C1 (stereo not drawn) | -5% | 4% | 14 | -4% | -2% | -1 | 13% | 6% | -8
C[C@@H]1CN([C@@H](C)CO)C(=O)CCCn2nncc2CO[C@H]1CN(C)Cc1cccc(C(F)(F)F)c1 | -1% | / | -8 | 0% | 7% | -8 | 2% | -2% | 24
COc1ccc(OC)c(NC(=O)COc2ccc3c(c2)CCC3)c1 | ? | -36%[inhibitor] | 28 | 4%[9.24 µM] | 0% | 19 | -5% | 28% | -15
O=C(CCC(=O)c1ccc(Cl)cc1)NCc1ccccc1 | 2% | -21% | 18 | 11% | 11% | 9 | 11% | 9% | 18
CC1CN(C(NC(=O)C(C)(C)C)C(Cl)(Cl)Cl)CC(C)O1 (stereo not drawn) | 0% | 3% | -13 | 3% | 4% | 3 | 6% | -4% | 28
CC[C@H](C)C(=O)O[C@H]1C[C@@H](C)C=C2C=C[C@H](C)[C@H](CC[C@@H]3C[C@@H](O)CC(=O)O3)[C@H]21 | 0%&-28% | -72%&-9%[inhibitor] | -6&0 | 18µM* | 21µM* | -26&3&-5 | ? | 13%&4%&12% | 3&-3
CC(C)CN(C(=O)Cn1c(Cl)nc2c1c(=O)n(C)c(=O)n2C)C1CCS(=O)(=O)C1 (stereo not drawn) | 9% | -2% | -3 | 5% | 2% | 7 | 5% | 0% | 2
O=C(Nc1ccc(Cl)c(Cl)c1)NC1CCS(=O)(=O)C1 (stereo not drawn) | -5% | 1% | -21 | -7% | -13% | -12 | -15% | 3% | -19
COC(=O)c1sc(NC(=O)CCCn2nc([N+](=O)[O-])cc2C)c(C(=O)OC)c1C | 0% | 0% | -2 | -3% | -1% | 8 | 0.92µM* | 1% | -8
CC(=O)Nc1ccc(S(=O)(=O)N2CCN(c3cc(C)nc4ccccc34)CC2)cc1 | -11% | 12% | -19 | -22% | ? | -2 | -8% | -4% | -14
O=C(Nc1ccccc1C(=O)NC1CCCC1)NC1CCCC1 | 15% | -13% | 8 | 1% | 0% | 2 | 2% | -9% | -5
COc1ccc(C)cc1Nc1n[n+](-c2ccccc2)c(-c2c(OC)ccc3ccccc23)s1 | 18µM* | 1%[9.22 µM] | -15 | ? | ? | -50 | ? | 0% | -75*
Fc1ccc(CSc2nnc(-c3ccco3)o2)cc1 | 1% | 1% | -9 | 12% | 17% | -2 | -3% | 24% | 0
Cc1ccc2nc(N(CCCN(C)C)C(=O)c3ccc(S(=O)(=O)N(C)C)cc3)sc2c1 | 6% | -3% | -13 | 8% | 15% | 3 | 5% | -1% | -6
Cc1cc(NC(=O)CSc2nccn2-c2ccc(Cl)cc2)no1 | -10% | -1% | -1 | -1% | -6% | 2 | -2% | 2% | -7
CCn1cc(C(=O)NCCCOC)c(=O)c2cc(S(=O)(=O)N3CCc4ccccc4C3)ccc21 | -21% | / | / | / | / | -12 | -2% | 0% | /
CC(=O)Nc1cc(C(F)(F)F)ccc1OCC1CCCO1 (stereo not drawn) | -12% | -2% | -13 | -3% | -4% | -2 | -3% | -2% | 7
Nc1cc(C(=O)OCC(=O)Nc2cccc(S(=O)(=O)N3CCOCC3)c2)ccc1Cl | 3% | 4% | 2 | -1% | 12% | 2 | 19% | 10% | 9
O=C(CSc1nnc(-c2cccs2)n1CC1CCCO1)N1CCCC1 (stereo not drawn) | 4% | -3% | -3 | 22% | 11% | 6 | -9% | 0% | 7
COCCCN1C(=O)C(=O)/C(=C(/O)c2ccc(OC(C)C)cc2)C1c1ccc(O)c(OC)c1 (stereo not drawn) | ? | 1% | -30 | 4% | 21% | -10 | 1% | -19% | 4
CC#CC[N+](C)(C)CC(=O)c1ccccc1 | 3% | -14% | 0 | 1% | 13% | 0 | 8% | 4% | 3
Fc1ccccc1Cc1noc(CN2CCC(OCc3cccnc3)CC2)n1 | -2% | 2% | -22 | 0% | 0% | -7 | -29% | 10% | 8
O=C(NCC(=O)N1CCN(S(=O)(=O)c2cccc(F)c2)CC1)c1ccc(Br)o1 | 3% | -2% | -5 | 2% | -1% | -3 | 6% | -5% | 4
Cc1ccc(CN2C(=O)N/C(=C\c3ccc(-c4ccc(C(=O)O)cc4C)o3)C2=O)cc1 | 1% | 7.3µM* | -17 | 6% | 0% | 0 | -2% | -1% | -14
Cc1cc(NC(=O)CSc2nnc(-c3ccco3)n2C)no1 | -15% | -13% | 0 | 19% | 2% | -1 | 6% | 4% | -15
Cc1cc(=O)oc2cc3c(cc12)OCCO3 | 6% | 0% | 2 | 15% | 15% | 0 | 8% | 8% | 12
CC1CCCC(C)N1C(=O)Cn1cc(C#N)c2ccccc21 (stereo not drawn) | -3% | -15% | 6 | 1% | 1% | 2 | -4% | 9% | 34
CC(NC(=O)C(C)N1CCN(S(=O)(=O)c2ccccc2)CC1)c1ccccc1 (stereo not drawn) | 0% | 1% | -15 | -5% | 6% | -15 | 15µM* | -1% | 0
Cc1ccc([N+](=O)[O-])c(OCCCN2CCC(Cc3ccccc3)CC2)c1 | 0% | ? | -95* | ? | ? | -1 | -9% | -8% | -60*
Nc1c(-c2cccc(Cl)c2)cnc2c(-c3ccccc3)cnn12 | 14% | ? | 18 | 12% | 11% | -4 | 20% | 16% | -8
CN1C(=O)N(S(=O)(=O)c2ccc(F)c(F)c2F)C(=O)C1(C)C | -4% | -2% | 7 | 17% | 18% | 8 | 9% | -8% | -7
CCN(CC)C(=O)CSc1nnc(-c2cc3ccccc3cc2O)n1CC | 3.3µM* | -1% | 40 | -23% | -20% | -20 | 2.9µM* | -8% | 9
CCOC(=O)N1CCC(=NNC(=O)c2ccccc2F)CC1 | 1% | -5% | -6 | -5% | -1% | -1 | 2% | -2% | 10
Cc1cc(C)cc(OC(C)C(=O)Nc2ccc3c(c2)n(C)c(=O)n3C)c1 (stereo not drawn) | -10% | 0% | 7 | -2% | -2% | 5 | -23% | 2% | 9
COc1ccc(/C=N/NC(=O)c2cccc([N+](=O)[O-])c2)cc1OS(=O)(=O)c1ccc(C)cc1 | ? | ? | ? | ? | ? | -1 | 21µM* | 4% | 16
Nc1nnc(-c2ccncc2)s1 | -1% | -3% | -13 | 10% | 5% | -7 | -3% | 0% | -9
O=c1[nH]c(N2CCc3ccccc3C2)nc2c1CCC2 | 16% | -8% | 43 | 17% | 8% | 0 | -29% | 0% | 5
COc1ccc(CCNC(=O)c2ccnc(C(C)(C)C)c2)cc1OC | -10% | -26% | -14 | -6% | 1% | -8 | ? | -4% | 17
COc1cc(CNc2ncnc3c2ncn3[C@H]2CN(Cc3cccc(C(F)(F)F)c3)C[C@@H](COC(C)=O)O2)cc(OC)c1OC | 0% | / | 12 | -16% | -28% | 6 | 0% | -7% | 0
O=C1CC(CSc2ccc(Cl)cc2)=NN1 | 1% | -7% | -7 | -1% | 0% | -4 | 6% | -2% | -25
COc1ccccc1S(=O)(=O)N(C)C[C@@H]1OCc2cnnn2CCCC(=O)N([C@@H](C)CO)C[C@@H]1C | 18% | / | 19 | 12% | 4% | -4 | -23% | 8% | 12
CCOc1cc(C#N)ccc1OCC(=O)NNC(=O)CC1CCS(=O)(=O)C1 (stereo not drawn) | 3% | -2% | -5 | -2% | 3% | 0 | 14% | -3% | 18
COc1ccc(C(=O)CN2CCN(c3ncccn3)CC2)cc1 | 3% | 13% | -23 | 21% | 10% | -5 | -4% | 7% | -2
CC1CC(=O)N(CCc2ccccc2)C(=O)C1 | -1% | 9% | 0 | 23% | 8% | 5 | 7% | 7% | 13

Profiles, looked up by structure. Order of values: KB-3-1 tox | SW480 rerep | D3 antag | HT1080NT lethal | HT1080 IDH1KD tx | D3 ag | KB-V1 MDR tox | GLP-1R agonist | IL-1B inflam inh
CC1CC(=O)N(CCc2ccccc2)C(=O)C1 across the screens: -1% | 9% | 0 | 23% | 8% | 5 | 7% | 7% | 13
COc1ccccc1S(=O)(=O)N(C)C[C@@H]1OCc2cnnn2CCCC(=O)N([C@@H](C)CO)C[C@@H]1C across the screens: 18% | / | 19 | 12% | 4% | -4 | -23% | 8% | 12
COc1ccc(CCNC(=O)c2ccnc(C(C)(C)C)c2)cc1OC across the screens: -10% | -26% | -14 | -6% | 1% | -8 | ? | -4% | 17

(continued)
SMILES | KB-3-1 tox | SW480 rerep | D3 antag | HT1080NT lethal | HT1080 IDH1KD tx | D3 ag | KB-V1 MDR tox | GLP-1R agonist | IL-1B inflam inh
CC(NS(=O)(=O)c1ccc(Cl)c(Cl)c1)C(=O)OCC(=O)N1CCCCCC1 (stereo not drawn) | 12% | 0% | -8 | -7% | 1% | 4 | 22% | 0% | 8
CC(=O)Nc1ccc(C(=O)OCC(=O)c2ccc(C)c([N+](=O)[O-])c2)cc1 | -2% | -1% | 6 | 7% | 3% | -17 | 5% | -4% | -1
COc1ccc(Cc2nnc(NC(=O)c3cc(OC)c(OC)c(OC)c3)s2)cc1OC | -26% | 12% | -8 | -4% | ? | -4 | -3% | 3% | 65
CC(C)CNC(=O)N1c2ccccc2Sc2ccccc21 | -3% | -56% | -11 | 9% | -9% | 20 | ? | 0% | -15
